GRK2 inh = compounds blocking aptamer binding on GRK2 – biochemical, human GRK2, bead flow cytometry, HTS, primary screen. FAM-aptamer displacement from GRK2. hit rate 0.59% among 330,000. Beta-adrenergic receptor kinase 1 (Homo sapiens), P25098. inhibition of aptamer binding, % at 10 µM. AID 488847, 2010;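 active = inhibition of aptamer binding above 40%, roughly 3 SD of noise, on plates passing a quality check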;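 note: median bead fluorescence of bound FAM aptamer so fluorescent compounds give negative values; no value below 0 was filed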
Target sequence (P25098 whole entry, looked up): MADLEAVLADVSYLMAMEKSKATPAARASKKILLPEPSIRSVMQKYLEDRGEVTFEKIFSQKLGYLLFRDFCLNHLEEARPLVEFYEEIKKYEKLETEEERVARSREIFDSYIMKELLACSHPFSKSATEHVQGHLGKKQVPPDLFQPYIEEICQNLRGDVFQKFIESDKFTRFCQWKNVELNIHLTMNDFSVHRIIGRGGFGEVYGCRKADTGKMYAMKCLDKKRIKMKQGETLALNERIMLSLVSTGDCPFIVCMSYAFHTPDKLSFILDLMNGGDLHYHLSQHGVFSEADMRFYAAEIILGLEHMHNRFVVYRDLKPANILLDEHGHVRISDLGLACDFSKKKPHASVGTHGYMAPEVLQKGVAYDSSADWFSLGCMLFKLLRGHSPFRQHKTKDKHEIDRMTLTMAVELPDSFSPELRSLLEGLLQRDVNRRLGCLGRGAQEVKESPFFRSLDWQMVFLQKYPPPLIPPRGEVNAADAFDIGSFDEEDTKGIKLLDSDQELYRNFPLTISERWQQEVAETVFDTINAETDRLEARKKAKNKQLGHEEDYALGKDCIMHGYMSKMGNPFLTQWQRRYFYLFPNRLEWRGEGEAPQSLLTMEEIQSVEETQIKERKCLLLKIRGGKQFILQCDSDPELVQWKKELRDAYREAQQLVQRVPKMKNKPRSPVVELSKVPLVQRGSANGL
An asterisk follows results filed as active.

Structure	GRK2 inh
CC[C@]12c3[nH]c4cc(-c5ccco5)ccc4c3CCN1C(=O)[C@@H](CC(=O)NCc1ccco1)C[C@@H]2C(=O)N1CCN(C(=O)C2CC2)CC1	2
COc1ccc2[nH]c3c(c2c1)CCN1C(=O)C(CC(=O)NCCCn2ccnc2)C[C@H](C(=O)N2CCOCC2)[C@@]31C (stereo not given in full)	2
CCCN=C1N(C)C[C@@H]2[C@@H]3C(=O)N(C)C(=O)[C@@H]3[C@](CC)(C(=O)OC)N12	12
COc1ccccc1[C@H]1C(c2ccccc2)=NN(c2ccccc2)[C@@H]1CO	5
CCN1C(=O)[C@H]2[C@H]3CN=C(SCc4ccccc4)N3[C@@](C)(C(=O)OC)[C@H]2C1=O	3
O=C(Cc1ccc(F)cc1)N[C@@H]1c2ccccc2CC[C@@H]1O	2
CC[C@]1(C(=O)OC)[C@H]2C(=O)N(C)C(=O)[C@H]2[C@H]2CN=C(SCc3ccc(Cl)cc3)N21	0
COc1cc(OC)c2c(-c3cccc(-c4ccc(CO)cc4)c3)cc(=O)oc2c1	4
CCCCCc1cc(OC)cc2c1C(=O)OC(C)(C)O2	0
CC(C)N(C(=O)[C@H]1C[C@H](CC(=O)NCCCn2ccnc2)C(=O)N2CCc3c([nH]c4cc(CCC(=O)N(C)C)ccc34)[C@]12C)C(C)C	2
CC[C@]1(C(=O)OC)[C@H]2C(=O)N(C)C(=O)[C@H]2[C@H]2CN=C(SCc3ccc(C(=O)OC)cc3)N21	2
CCN(CC)C(=O)[C@H]1CC(CC(=O)NCCC2=CCCCC2)C(=O)N2CCc3c([nH]c4ccc(OC)cc34)[C@]12C (stereo not given in full)	4
COC(=O)[C@H]1C[C@H]2[C@@H]3CC[C@H]4C[C@@H](OC)CC[C@]4(C)[C@H]3CC[C@]2(C)[C@@]2(CCCO2)O1	0
NC(=O)NC[C@@H]1CC[C@@H](Cc2ccc(-c3ccccc3)cc2)O1	0
Cc1cn([C@H]2C[C@H](O)[C@@H](CCC(=O)NCCc3c[nH]c4ccccc34)O2)c(=O)[nH]c1=O	3
COc1cccc(C(=O)c2c(-c3ccccc3)ncc3cc(OC)c(OC)cc23)c1	0
O=C1c2ccccc2[C@@H]2C[C@@H](O)[C@H](Nc3cccc4ccccc34)CCN12	2
COC(=O)[C@@]1(Cc2ccccc2)[C@H]2C(=O)N(Cc3ccccc3)C(=O)[C@H]2[C@H]2CN=C(SCc3ccc(Cl)cc3)N21	1
CCN(CC)C(=O)[C@H]1C[C@H](CC(=O)NC(C)(C)C)C(=O)N2CCc3c([nH]c4cc(-c5ccco5)ccc34)[C@]12C	44*
COC(=O)[C@@]1(Cc2ccccc2)[C@H]2C(=O)N(Cc3ccccc3)C(=O)[C@H]2[C@H]2CN=C(SC)N21	3
CC[C@]12c3[nH]c4ccc(OC)cc4c3CCN1C(=O)C(CC(=O)NC/C=C(\C)CCC=C(C)C)C[C@@H]2C(=O)N1CCN(C(=O)C2CC2)CC1 (stereo not given in full)	2
CC(C)N(C(=O)[C@H]1C[C@H](CC(=O)NCCCn2ccnc2)C(=O)N2CCc3c([nH]c4cc(-c5ccco5)ccc34)[C@]12C)C(C)C	2
O=C1N[C@@H](Cc2ccccc2)C(=O)N2CCCC12 (stereo not given in full)	1
CN(C)C(=O)CCc1ccc2c3c([nH]c2c1)[C@]1(C)[C@@H](C(=O)N2CCCCC2)C[C@H](CC(=O)NCc2cccc(C(F)(F)F)c2)C(=O)N1CC3	4
CC(C)(C)NC(=O)C[C@H]1C[C@H](C(=O)N2CCCCC2)[C@@]2(CCc3ccccc3)c3[nH]c4cc(-c5ccco5)ccc4c3CCN2C1=O	0
CN(C)C(=O)CCc1ccc2c3c([nH]c2c1)[C@]1(CCc2ccccc2)[C@@H](C(=O)N2CCCCC2)C[C@H](CC(=O)NCCCn2ccnc2)C(=O)N1CC3	1
CCN1C[C@@H]2[C@@H]3C(=O)N(Cc4ccccc4)C(=O)[C@@H]3[C@](Cc3ccccc3)(C(=O)OC)N2C1=NC	1
CCN(CC)C(=O)[C@H]1C[C@H](CC(=O)NC/C=C(\C)CCC=C(C)C)C(=O)N2CCc3c([nH]c4cc(-c5ccco5)ccc34)[C@]12C	3
Nc1ncnc2c1ncn2[C@@H]1O[C@H](CNS(=O)(=O)c2cc3ccccc3s2)[C@@H](O)[C@H]1O	0
CN(C)C(=O)CCc1ccc2c3c([nH]c2c1)[C@]1(CCC2CCCC2)[C@@H](C(=O)N2CCOCC2)C[C@H](CC(=O)NCc2cccc(C(F)(F)F)c2)C(=O)N1CC3	0

Remaining list, next part:
compound | GRK2 inh
CCCCOc1ccccc1-c1ccccc1CN1[C@@H](C(C)C)COCCS1(=O)=O | 1
Cc1ccc(C2CC(=O)Oc3cc(C)c(Br)c(C)c32)cc1 (stereo not given) | 24
COc1cc2c(cc1OC)[C@@H](NC(=O)CCC1CCCCC1)[C@H](O)C2 | 1
COc1ccc(C2CC(=O)Oc3cc(O)ccc32)cc1 (stereo not given) | 0
COC(=O)[C@@]1(Cc2ccccc2)[C@H]2C(=O)N(Cc3ccccc3)C(=O)[C@H]2[C@H]2CN=C(SCC3CC3)N21 | 1
COc1ccc(CNC(=O)C[C@H]2C[C@H](C(=O)N3CCOCC3)[C@@]3(CCC4CCCC4)c4[nH]c5cc(-c6ccco6)ccc5c4CCN3C2=O)cc1OC | 2
Nc1ncnc2c1ncn2[C@@H]1O[C@H](CNCc2ccccc2OC2OC(CO)C(O)C(O)C2O)[C@@H](O)[C@H]1O (stereo not given in full) | 0
Cc1cc2oc(=O)cc(-c3ccccc3)c2c(C)c1-c1ccc(C(F)(F)F)cc1 | 27
O=C1OCCN1C(=O)[C@H]1[C@H](c2ccc(F)cc2)C(c2cccc(Cl)c2)=NN1c1ccc(Br)cc1 | 0
C[C@]12c3[nH]c4cc(-c5ccco5)ccc4c3CCN1C(=O)[C@@H](CC(=O)NCCc1ccccn1)C[C@@H]2C(=O)N1CCOCC1 | 0
O=C(c1ccc[nH]1)N1O[C@@H]2C=C[C@H]1C2 | 2
CC[C@]12c3[nH]c4cc(-c5ccco5)ccc4c3CCN1C(=O)[C@@H](CC(=O)NCCC1=CCCCC1)C[C@@H]2C(=O)N1CCN(C(=O)c2ccco2)CC1 | 6
CC[C@]12c3[nH]c4cc(CCC(=O)N(C)C)ccc4c3CCN1C(=O)[C@@H](CC(=O)NCc1ccc(OC)c(OC)c1)C[C@@H]2C(=O)N1CCN(C(=O)c2ccco2)CC1 | 3
Cc1ccc(-c2cccc([C@H]3[C@@H]4C=CC[C@@H](C)[C@@H]4C(=O)N3Cc3ccccc3)c2)cc1 | 4
C=CCOc1ccc(C[C@H](N)C(=O)NC[C@H]2O[C@@H](n3cnc4c(N)ncnc43)[C@H](O)[C@@H]2O)cc1 | 43*
COC(=O)[C@H](CC(C)C)NC(=O)Cn1cnc2c(NCc3ccccc3)ncnc21 | 0
COC(=O)[C@H](C)N(Cc1ccc(Cl)c(Cl)c1)S(=O)(=O)CCN1CCN(c2ccccc2)CC1 | 3
CCOC(=O)C1=CN(Cc2cccc(F)c2)S(=O)(=O)NC1c1ccccc1 (stereo not given) | 0
CC[C@]12c3[nH]c4ccc(Cl)cc4c3CCN1C(=O)[C@@H](CC(=O)NCCN1CCOCC1)C[C@@H]2C(=O)N1CCN(C(=O)c2ccco2)CC1 | 5
CCN(CC)C(=O)[C@H]1CC(CC(=O)NC(C)(C)C)C(=O)N2CCc3c([nH]c4ccc(OC)cc34)[C@]12C (stereo not given in full) | 0

Some of these compounds in order of molecular weight, descending:
compound | GRK2 inh
CC[C@]12c3[nH]c4cc(CCC(=O)N(C)C)ccc4c3CCN1C(=O)[C@@H](CC(=O)NCc1ccc(OC)c(OC)c1)C[C@@H]2C(=O)N1CCN(C(=O)c2ccco2)CC1 | 3
COc1ccc(CNC(=O)C[C@H]2C[C@H](C(=O)N3CCOCC3)[C@@]3(CCC4CCCC4)c4[nH]c5cc(-c6ccco6)ccc5c4CCN3C2=O)cc1OC | 2
CC[C@]12c3[nH]c4ccc(Cl)cc4c3CCN1C(=O)[C@@H](CC(=O)NCCN1CCOCC1)C[C@@H]2C(=O)N1CCN(C(=O)c2ccco2)CC1 | 5
C[C@]12c3[nH]c4cc(-c5ccco5)ccc4c3CCN1C(=O)[C@@H](CC(=O)NCCc1ccccn1)C[C@@H]2C(=O)N1CCOCC1 | 0
O=C1OCCN1C(=O)[C@H]1[C@H](c2ccc(F)cc2)C(c2cccc(Cl)c2)=NN1c1ccc(Br)cc1 | 0
Nc1ncnc2c1ncn2[C@@H]1O[C@H](CNCc2ccccc2OC2OC(CO)C(O)C(O)C2O)[C@@H](O)[C@H]1O (stereo not given in full) | 0
COC(=O)[C@H](C)N(Cc1ccc(Cl)c(Cl)c1)S(=O)(=O)CCN1CCN(c2ccccc2)CC1 | 3
COC(=O)[C@@]1(Cc2ccccc2)[C@H]2C(=O)N(Cc3ccccc3)C(=O)[C@H]2[C@H]2CN=C(SCC3CC3)N21 | 1
CCN(CC)C(=O)[C@H]1CC(CC(=O)NC(C)(C)C)C(=O)N2CCc3c([nH]c4ccc(OC)cc34)[C@]12C (stereo not given in full) | 0
CCCCOc1ccccc1-c1ccccc1CN1[C@@H](C(C)C)COCCS1(=O)=O | 1
Cc1ccc(-c2cccc([C@H]3[C@@H]4C=CC[C@@H](C)[C@@H]4C(=O)N3Cc3ccccc3)c2)cc1 | 4
Cc1cc2oc(=O)cc(-c3ccccc3)c2c(C)c1-c1ccc(C(F)(F)F)cc1 | 27
COc1cc2c(cc1OC)[C@@H](NC(=O)CCC1CCCCC1)[C@H](O)C2 | 1
O=C(c1ccc[nH]1)N1O[C@@H]2C=C[C@H]1C2 | 2

More results.
compound | GRK2 inh
CC(C)[C@H]1COCCS(=O)(=O)N1Cc1ccccc1-c1cccc2c1oc1ccccc12 | 4
CCOC(=O)C1=CN(Cc2cccc(F)c2)S(=O)(=O)N(CC)C1c1ccc(F)c(Cl)c1 (stereo not given) | 3
COc1ccc2[nH]c3c(c2c1)CCN1C(=O)C(CC(=O)NCCc2ccccn2)C[C@H](C(=O)N(C(C)C)C(C)C)[C@@]31C (stereo not given in full) | 1
COc1ccc2[nH]cc(CCNC(=O)CC[C@H]3O[C@@H](n4cc(C)c(=O)[nH]c4=O)C[C@@H]3O)c2c1 | 0
CC[C@]12c3[nH]c4cc(-c5ccco5)ccc4c3CCN1C(=O)[C@@H](CC(=O)NCCCOC)C[C@@H]2C(=O)N1CCN(C(=O)c2ccco2)CC1 | 0
COc1ccc2[nH]c3c(c2c1)CCN1C(=O)C(CC(=O)NCc2ccco2)C[C@H](C(=O)N2CCOCC2)[C@@]31C (stereo not given in full) | 0
CCC(C)C1/C=C\CC(NC(=O)OCC2c3ccccc3-c3ccccc32)CC(=O)N1Cc1ccccc1 (stereo not given) | 0
CC[C@]12c3[nH]c4ccc(OC)cc4c3CCN1C(=O)C(CC(=O)NCCc1ccccn1)C[C@@H]2C(=O)N1CCN(C(=O)c2ccco2)CC1 (stereo not given in full) | 0
CN(C)CCCNC(=O)C[C@H]1C[C@H](C(=O)N2CCOCC2)[C@@]2(C)c3[nH]c4ccc(Cl)cc4c3CCN2C1=O | 0
O=S(=O)(N[C@H](CO)c1ccccc1)c1ccc(Br)cc1F | 23
CC[C@]12c3[nH]c4ccc(OC)cc4c3CCN1C(=O)C(CC(=O)NCCN1CCOCC1)C[C@@H]2C(=O)N1CCN(C(=O)c2ccco2)CC1 (stereo not given in full) | 3
CCN(CC)C(=O)[C@H]1C[C@H](CC(=O)NCCCn2ccnc2)C(=O)N2CCc3c([nH]c4cc(-c5ccco5)ccc34)[C@]12C | 0
O=C(COc1ccccc1)N[C@@H]1c2ccccc2CC[C@@H]1O | 0
COc1ccc(C2/C=C\CN(S(=O)(=O)c3ccc(C)cc3)CC(=O)N2Cc2cccc(F)c2)cc1 (stereo not given) | 3
COc1ccc2[nH]c3c(c2c1)CCN1C(=O)C(CC(=O)NCCN2CCOCC2)C[C@H](C(=O)N2CCCCC2)[C@@]31CCc1ccccc1 (stereo not given in full) | 0
CCN(CC)C(=O)[C@H]1C[C@H](CC(=O)NCc2cccc(C(F)(F)F)c2)C(=O)N2CCc3c([nH]c4cc(-c5ccco5)ccc34)[C@]12C | 0
O=C1N[C@H]2CC=C[C@H]2N(Cc2cccs2)c2ccccc21 | 32
CCOC(=O)C1=CN(CC)S(=O)(=O)NC1CCc1ccccc1 (stereo not given) | 2
COc1ccc2[nH]c3c(c2c1)CCN1C(=O)C(CC(=O)NCCCn2ccnc2)C[C@H](C(=O)N2CCCCC2)[C@@]31CCc1ccccc1 (stereo not given in full) | 1
COC(=O)C(CC(C)C)N(Cc1cc(OC)cc(OC)c1)S(=O)(=O)c1ccccc1Br (stereo not given) | 0
COC(=O)c1ccc(CSC2=NC[C@@H]3[C@@H]4C(=O)N(Cc5ccccc5)C(=O)[C@@H]4[C@](C)(C(=O)OC)N23)cc1 | 0
CC(C)N(C(=O)[C@H]1C[C@H](CC(=O)NCc2ccco2)C(=O)N2CCc3c([nH]c4cc(-c5ccco5)ccc34)[C@]12C)C(C)C | 3
CCCCNC(=O)C(C)N(CCN(C)C)C(=O)CCCN1C(=O)NC(c2ccc(Cl)cc2)C(C(=O)OCc2ccccc2)=C1C (stereo not given) | 0
CC(C)=CCC/C(C)=C/CNC(=O)C[C@H]1C[C@H](C(=O)N2CCOCC2)[C@@]2(C)c3[nH]c4ccc(Cl)cc4c3CCN2C1=O | 0
OC[C@@H]1[C@@H](c2ccc(F)cc2)C(c2ccccc2)=NN1c1ccccc1 | 0
CC[C@]12c3[nH]c4ccc(OC)cc4c3CCN1C(=O)C(CC(=O)NC/C=C(\C)CCC=C(C)C)C[C@@H]2C(=O)N1CCN(C(=O)c2ccco2)CC1 (stereo not given in full) | 1
O=C(NC[C@@H]1CC[C@@H](Cc2ccc(-c3ccccc3)cc2)O1)Nc1ccc(Br)cc1 | 0
COc1cc(OC)c2c(-c3cccc(-c4ccc(C(F)(F)F)cc4)c3)cc(=O)oc2c1 | 1

These rows are one share of the data; rates above refer to the full screens.
